# GRK2 inh – inhibitors of human GRK2 displacing RNA aptamer; P25098; bead flow cytometry, FAM-aptamer displacement from GRK2; inhibition of aptamer binding, % at 10 µM; hit rate 0.59% among 330,000;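 active = inhibition of aptamer binding above 40%, roughly 3 SD of noise, on plates passing a quality check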;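 also: median bead fluorescence of bound FAM aptamer so fluorescent compounds give negative values; no value below 0 was filed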
# AGP1-GFP MLPCN – alters AGP1-GFP fluorescence in TOR pathway yeast screen; S. cerevisiae AGP1-GFP multiplex flow cytometry, 3 h; GFP as percent of DMSO wells; GFP response vs DMSO, % at 10 µM; hit rate 0.02% among 320,000;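 active = GFP response relative to DMSO above a set limit, near screen average plus 3 SD, cut at about 150% in these data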;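 also: median GFP channel fluorescence of the gated AGP1 strain per well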
# CR mimetic SO – lowers age-related superoxide in aged yeast cells. superoxide response (% of plate mean), % at 10 µM. S. cerevisiae aged cells, superoxide DHE fluorescence; hits give low values. AID 2690. hit rate 0.18% among 330,000;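 active = superoxide response under a set limit, about three screen SD below normal, cut at about 65% in these data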;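 also: yeast aged for seven days with compound at 30 °C before DHE staining; 100% = average MFI of all compound-treated wells on the plate with controls excluded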
# MCL1-BIM inh – inhibitors of human MCL1 binding to BIM-BH3 peptide | Q07820 | GST-MCL1 / FITC-Bim-BH3 fluorescence polarization | inhibition, % at 10.9 µM | hit rate 0.68% among 320,000;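 active = inhibition above the mean inhibition of all tested compounds plus 3 SD, set per campaign, cut at about 40% in these data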;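 also: 0% = DMSO wells and 100% = unlabeled Bim-BH3 peptide control; higher means more loss of mP so more displacement of Bim peptide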
# MEX-5 binding – C. elegans MEX-5 TCR-2 RNA binding activity; Q9XUB2; MEX-5/FITC-TCR2 RNA binding, fluorescence polarization; hits give low values; activity score (negative = inhibition of binding), % at 10 µM; hit rate 0.38% among 300,000;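 active = inhibition past about -25% in most replicates, and total fluorescence under double the plate's negative control median, limit read from the data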;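 also: 0% = DMSO and -100% = 5 µM competing unlabeled TCR2 RNA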
# Bcl-xL primary – blocks human Bcl-xL binding to Bim BH3 peptide; GST-Bcl-xL / FITC-Bim BH3 peptide fluorescence polarization; inhibition, % at 10.9 µM; hit rate 0.7% among 320,000;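 active = inhibition above the mean of all tested compounds plus 3 SD, cutoff set per campaign, cut at about 30% in these data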;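 also: 0% = DMSO wells and 100% = unlabeled Bim-BH3 peptide competitor; inhibitors lower millipolarization by displacing the labeled peptide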
# Target sequence (Q07817 whole entry, looked up): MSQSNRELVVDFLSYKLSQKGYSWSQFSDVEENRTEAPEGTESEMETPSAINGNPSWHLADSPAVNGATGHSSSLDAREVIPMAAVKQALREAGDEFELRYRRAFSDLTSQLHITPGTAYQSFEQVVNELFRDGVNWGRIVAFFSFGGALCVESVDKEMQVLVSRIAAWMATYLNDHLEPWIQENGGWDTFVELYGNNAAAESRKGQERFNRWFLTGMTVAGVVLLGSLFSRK
# VLA-4 inh – inhibition in a human VLA-4 binding assay; P13612; VLA-4 expressing cells, ligand binding flow cytometry; inhibition, % (about 7 µM as worked out from the volumes in the protocol); hit rate 0.2% among 330,000; in the data active = inhibition above about 50%
# CIT2 TOR yeast – yeast TOR pathway CIT2-GFP modulation. S. cerevisiae CIT2-GFP strain, flow cytometry, 3 h; 100 means same as DMSO wells. GFP response vs DMSO, % at 10 µM. hit rate 0.065% among 320,000. AID 2029;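 active = GFP response relative to DMSO above a set limit, near the screen mean plus 3 SD, cut at about 150% in these data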;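 also: ratio of well median GFP fluorescence to mean of DMSO wells on the plate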
# GLD-1 TGE inh – GLD-1-TGE RNA interaction inhibition (C. elegans). inhibition, % at 5.96 µM. hit rate 0.44% among 320,000. purified GLD-1 + fluorescein TGE RNA, fluorescence polarization. Q17339;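 active = percent inhibition above a per-plate cutoff, the plate mean of test compounds plus 3 SD, cut at about 30% in these data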;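 also: 0% = DMSO wells with GLD-1 and probe and 100% = wells lacking GLD-1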
# Target sequence (Q17339 whole entry, looked up): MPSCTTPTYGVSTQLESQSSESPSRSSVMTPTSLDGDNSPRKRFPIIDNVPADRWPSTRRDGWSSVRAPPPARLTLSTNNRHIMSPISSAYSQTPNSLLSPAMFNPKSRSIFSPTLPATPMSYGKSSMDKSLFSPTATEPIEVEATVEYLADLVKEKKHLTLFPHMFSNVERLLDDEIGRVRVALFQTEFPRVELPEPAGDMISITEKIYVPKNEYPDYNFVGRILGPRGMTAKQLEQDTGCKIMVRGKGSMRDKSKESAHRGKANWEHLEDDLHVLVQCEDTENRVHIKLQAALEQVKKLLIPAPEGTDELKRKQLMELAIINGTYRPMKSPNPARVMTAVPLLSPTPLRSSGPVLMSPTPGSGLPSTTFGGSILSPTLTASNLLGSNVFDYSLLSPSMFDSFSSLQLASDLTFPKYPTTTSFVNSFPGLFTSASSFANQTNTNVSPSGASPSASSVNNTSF
# Active calls of the source: *; i = inactive; . = no result given; [ ] = dose if it differs, or a comment.
SMILES,GRK2 inh,AGP1-GFP MLPCN,CR mimetic SO,MCL1-BIM inh,MEX-5 binding,Bcl-xL primary,VLA-4 inh,CIT2 TOR yeast,GLD-1 TGE inh
C=CCNC(=O)c1ccccc1NS(=O)(=O)c1ccc(OC)c(C(=O)N2CCOCC2)c1,0,80,97,5,-3.5,9,2,88,0
O=C(O)CSCc1nc2cccnc2n1C1CCCCC1,2,100,103,4,-4.6,9,-2,103,2
Cc1nc(NC(=O)CSc2cc(C)c3ccccc3n2)c(Cl)cc1Cl,0,103,107,4,-1.3,8,22,100,3
CCOC(=O)C1CCN(S(=O)(=O)CCNC(=O)c2ccccc2)CC1,2,108,99,5,-1.8,4,0,104,1
CC(C)N(CC#CCC(O)(c1ccccc1)C1CCCC1)CCO (centres undefined),0,91,93,1,-7.5,4,6,97,-4
CCC(Oc1ccccc1)C(=O)Nc1ccc(S(=O)(=O)Nc2cc(C)on2)cc1 (centres undefined),2,102,90,-1,-0.8,-2,-8,99,6
Cc1nc2nc(-c3cccs3)[nH]c2cc1Br,0,93,i,3,-1.3,6,16,73,5
COC(=O)CCNc1ccc2c(c1)OCCO2,0,106,106,6,0.8,8,0,107,-2
COc1ccc(C(C(=O)NC2CCCCC2)N(C(=O)Cc2c[nH]c3ccccc23)c2ccccc2C)cc1OC (centres undefined),3,103,101,-3,-2.1,4,-5,108,1
COc1ccccc1NC(=O)c1cc(N)cc(C(=O)Nc2ccccc2OC)c1,0,112,101,-9,-1.4,-3,16,102,5
CC1CCCCC1NC(=O)CNC(=O)c1cccs1 (centres undefined),2,102,97,-4,0.9,2,9,97,-2
Cc1ccccc1NS(=O)(=O)c1ccc(C(=O)NCC(c2ccco2)N2CCCCC2)cc1 (centres undefined),0,111,98,1,1.5,1,0,100,5
Cc1[nH]c2c(Br)cccc2c1[C@H]1[C@@H](CC#N)C1(C)C,0,107,95,-2,-0.3,1,1,89,5
CC(C)c1ccc(NC2CCCN(C(=O)c3ccco3)C2)cc1 (centres undefined),3,99,110,0,2.2,9,-5,105,3
COc1cc(/C=N/n2c(-c3n[nH]c4c3CCC4)n[nH]c2=S)cc(OC)c1O,0,108,88,-12,-16,-18,2,107,1
Cc1cc(NS(=O)(=O)c2ccc(NC(=O)/C=C/c3ccc(Br)cc3)cc2)no1,4,102,88,6,1.9,5,7,105,-1
COc1ccc(S(=O)(=O)Nc2nccs2)cc1OC,0,124,91,8,-1.7,7,0,108,-3
O=C(/C=C/NNC(=O)c1ccc(Cl)cc1)c1ccccc1,0,95,99,10,-2.6,1,9,95,-8
CCn1nc(C(=O)N2CCN(Cc3nc4ccccc4s3)CC2)c2ccccc2c1=O,5,108,84,-3,.,1,-11,103,-2
CC(=O)c1ccc(OCCCC(=O)n2nnc3ccccc32)cc1,3,94,98,-5,-0.1,-3,2,92,-6
CN1CCN(C(=O)CNC(=O)c2cccs2)CC1,6,92,94,.,.,.,9,93,3
CCOC(=O)c1[nH]c2ccc(OCC)cc2c1CCCN1C(=O)c2ccccc2C1=O,1,98,96,-7,0.3,-4,34,93,1
COc1ccc(OC)c(-c2cn(S(=O)(=O)c3ccccc3)nc2N)c1,0,104,98,-3,0.7,3,9,95,5
NC(=O)C1(N2CCCCC2)CCN(Cc2nc3ccccc3c(=O)[nH]2)CC1,0,95,95,6,1.7,2,16,95,-1
COc1cc(-c2nnc(-c3cc(OC)c(OC)c(OC)c3)o2)cc(OC)c1OC,0,.,95,-6,2.1,1,-9,110,5
CC1Cc2ccccc2N1S(=O)(=O)c1cccc2nsnc12 (centres undefined),0,111,85,11,0.0,8,6,89,4
CNC(=S)Nc1ccc(Nc2ccccc2)cc1,0,100,96,-1,-1.7,0,9,96,-10
C=CCn1c(C(C)NC(=O)c2cccs2)n[nH]c1=S (centres undefined),3,99,117,2,-0.3,2,6,108,3
CCOc1ccccc1N(CC(=O)NCc1ccco1)C(=O)CCC(=O)Nc1nccs1,1,109,75,-3,1.5,4,-1,100,-5
CC1(C)CC(=O)C(=Cc2cn(-c3ccccc3)nc2-c2ccc(Cl)cc2)C(=O)C1,3,96,101,11,-1.0,3,16,110,6
NC(=O)c1ccc(NS(=O)(=O)c2ccc3ccccc3c2)cc1,5,101,95,-4,2.3,-2,-4,102,2
Cc1ccc(S(=O)(=O)N(C)C)cc1NC(=O)COC(=O)c1ccc2c(c1)OCCO2,2,107,102,0,-2.8,0,-1,104,-4
CCN(CC)C(=O)CSc1nnc(COc2ccccc2)n1CC,0,98,87,-4,2.1,-4,16,97,8
Cc1c(Cl)c([N+](=O)[O-])nn1CCCC(=O)NC1CCCCC1,0,100,123,0,0.6,-2,-6,87,-3
Cc1cccc(Oc2sc(C(=O)c3ccccc3)c(N)c2C#N)c1,4,104,113,-6,0.2,4,7,99,-2
Cc1nc2n[nH]c(N)c2c2c1CCCC2,1,99,120,-4,-2.6,1,-4,98,2
O=S1(=O)C=C(Sc2nc3ccccc3s2)c2ccccc21,0,90,102,3,-0.7,1,46,87,-7
CC(=O)Oc1ccc(NC(=O)CSc2ccccc2)cc1,2,100,110,2,-2.1,1,10,98,3
Cn1c(-c2ccc([N+](=O)[O-])cc2)nc2ccccc21,0,98,110,-5,0.8,3,1,.,6
CC(C)CCn1c(Br)nc2c1c(=O)n(CC(N)=O)c(=O)n2C,0,102,99,-2,0.2,2,-8,102,-3

# Some of these compounds in order of molecular weight, smallest number first:
SMILES,GRK2 inh,AGP1-GFP MLPCN,CR mimetic SO,MCL1-BIM inh,MEX-5 binding,Bcl-xL primary,VLA-4 inh,CIT2 TOR yeast,GLD-1 TGE inh
Cc1nc2n[nH]c(N)c2c2c1CCCC2,1,99,120,-4,-2.6,1,-4,98,2
Cn1c(-c2ccc([N+](=O)[O-])cc2)nc2ccccc21,0,98,110,-5,0.8,3,1,.,6
CNC(=S)Nc1ccc(Nc2ccccc2)cc1,0,100,96,-1,-1.7,0,9,96,-10
CC(=O)Oc1ccc(NC(=O)CSc2ccccc2)cc1,2,100,110,2,-2.1,1,10,98,3
NC(=O)c1ccc(NS(=O)(=O)c2ccc3ccccc3c2)cc1,5,101,95,-4,2.3,-2,-4,102,2
Cc1c(Cl)c([N+](=O)[O-])nn1CCCC(=O)NC1CCCCC1,0,100,123,0,0.6,-2,-6,87,-3
CC1Cc2ccccc2N1S(=O)(=O)c1cccc2nsnc12 (centres undefined),0,111,85,11,0.0,8,6,89,4
Cc1cccc(Oc2sc(C(=O)c3ccccc3)c(N)c2C#N)c1,4,104,113,-6,0.2,4,7,99,-2
CCN(CC)C(=O)CSc1nnc(COc2ccccc2)n1CC,0,98,87,-4,2.1,-4,16,97,8
CC(C)CCn1c(Br)nc2c1c(=O)n(CC(N)=O)c(=O)n2C,0,102,99,-2,0.2,2,-8,102,-3
COc1cc(-c2nnc(-c3cc(OC)c(OC)c(OC)c3)o2)cc(OC)c1OC,0,.,95,-6,2.1,1,-9,110,5
Cc1ccc(S(=O)(=O)N(C)C)cc1NC(=O)COC(=O)c1ccc2c(c1)OCCO2,2,107,102,0,-2.8,0,-1,104,-4
CCOc1ccccc1N(CC(=O)NCc1ccco1)C(=O)CCC(=O)Nc1nccs1,1,109,75,-3,1.5,4,-1,100,-5

# (further entries)
SMILES,GRK2 inh,AGP1-GFP MLPCN,CR mimetic SO,MCL1-BIM inh,MEX-5 binding,Bcl-xL primary,VLA-4 inh,CIT2 TOR yeast,GLD-1 TGE inh
Cn1c(=O)[nH]c2c(Cl)nccc21,3,101,102,2,0.2,7,3,94,0
CN(C(=O)c1ccc2c(c1)CCO2)C(C)(C)C,0,.,116,-1,2.0,5,6,.,2
CN1Cc2ccccc2N(CC(=O)NCc2ccccc2)C1=O,3,101,96,2,1.0,6,3,100,7
Cc1ccc2nc(Cn3cc(C(F)(F)F)ccc3=O)cc(=O)n2c1,0,99,109,2,-1.1,-3,-7,97,6
Cn1cnnc1SCNC(=O)C(F)(F)F,1,100,79,1,-1.8,6,6,105,10
CCC(=O)c1ccc(OCC(O)CN2CCN(S(=O)(=O)c3ccc(NC(C)=O)cc3)CC2)cc1 (centres undefined),3,91,84,1,3.0,6,6,98,6
C=CCN1C(=O)CSc2ccc(C(=O)N3CCC(C)CC3)cc21,0,104,90,-2,-2.9,5,-2,112,-1
O=CN1Cc2ccccc2-c2ccccc2C1,0,99,112,.,1.6,.,-1,107,.
COc1ccc(N2CCN(C(=O)c3ccc(CSc4ccccc4)cc3)CC2)cc1,1,89,113,-1,0.5,-1,28,80,-5
Cc1ccc(S(=O)(=O)N2[C@@H](c3ccc(F)cc3)C(C(=O)O)=CC[C@H]2c2cccc(C)c2)cc1,0,80,95,0,.,4,4,67,6
COc1ccc(NC(=O)C(=O)N/N=C\c2ccc(CNC(=O)C(=O)Nc3ccc(C)c(C)c3)o2)c(OC)c1,0,107,97,12,-3.6,1,33,111,-2
Cc1ccc(OCC(=O)OCCN2C(=O)c3ccccc3C2=O)cc1C,1,106,123,-10,4.3,-1,7,109,5
CC(C)(C)CNC(=O)c1ccc2c(c1)S(=O)(=O)c1cc(Cl)ccc1C2=O,0,100,100,8,.,3,24,101,2
CCOc1ccccc1NC(=O)CCn1c(=O)oc2ccccc21,0,104,90,1,0.8,-1,6,94,2
O=C(CCCn1c(=O)[nH]c2ccsc2c1=O)N1CCN(c2ccccn2)CC1,2,106,96,7,-1.6,3,-3,109,1
CC(C)CCNC(=O)CCc1nnc2ccc(N3CCC(C)CC3)nn12,1,90,105,-4,1.5,-5,4,95,-8
CC(C)OC(=O)c1ccc(COc2ccc3ccc(=O)oc3c2)o1,2,83,90,2,0.6,-1,5,89,-4
COc1cc(C(=O)Nc2ccc(C)cc2)c2ccccc2n1,0,100,94,0,-0.7,0,32,93,3
CCOC(=O)N1CCN(C(=O)c2cnn3c(C(F)F)cc(-c4ccc(C)cc4)nc23)CC1,0,103,90,-4,0.1,6,12,96,1
COc1cc(=O)n2c(-c3ccccc3)csc2n1,2,101,105,1,3.0,2,5,99,-4
CCCCNC(=O)C1c2ccccc2Oc2ccccc21,0,19[may fluoresce violet],101,5,1.8,-1,-1,106,10
CCOC(=O)N1CCC(=NNC(=O)COc2ccc(OC)cc2)CC1,0,106,96,-3,1.0,0,16,104,-1
CCN(CC)c1ccc(S(=O)(=O)N(CC)CC)cc1NC(=O)c1cccnc1,0,93,104,-3,-1.1,0,-9,96,6
Cc1cc(-n2cccn2)ccc1CN1CCN(CC(C)C)C(CCO)C1 (centres undefined),3,102,108,2,-3.1,3,0,96,2
N#CCCN1CCN(C(=S)c2ccc(-c3cccc(Cl)c3)o2)CC1,0,88,104,9,0.2,7,24,94,6

# Screens (PubChem)
